Exocytosis inh: lytic granule exocytosis inhibition. inhibition, % at 10 µM. TALL-104 LAMP-1 surface exposure, flow cytometry; cells stimulated with thapsigargin and PMA. hit rate 0.66% among 360,000;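 active means inhibition above about 55%, limit read from the data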
hiPSC survival: increases survival of single human iPS cells; hiPSC single-cell survival, ATPlite luminescence; 100% = ROCK inhibitor wells, 0% = DMSO; survival enhancement, % at 20 µM; hit rate 0.044% among 360,000; in the data active means survival enhancement above about 18%;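 further: cells exposed to compounds for 16 hours before the ATP read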
HTR2A ag: activates the mouse 5-HT2A serotonin receptor; CHO-K1 mHTR2A beta-arrestin complementation, luminescence; percent of 30 µM serotonin response; activation, % at 7.6 µM; hit rate 0.66% among 360,000; AID 624169;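 active means activation above a run cutoff, the mean activation of all tested compounds plus 3 SD, cut at about 14% in these data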;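 further: 0% = plate median of compound wells and 100% = 30 µM serotonin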
MC4R ag barr: activates human MC4R beta-arrestin recruitment | U2OS MC4R beta-arrestin complementation, luminescence; percent of melanotan II response, DMSO zero | activation, % at 8.9 µM | P32245 | hit rate 0.98% among 360,000;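 active means activation above a per-plate cutoff, the mean activation of sample wells on that plate plus 3 SD, cut at about 8% in these data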
aDG glyco act: increases alpha dystroglycan glycosylation; activation, % at 10 µM; hit rate 0.22% among 360,000; Pro5-aDG cells, alpha-DG glycosylation AlphaScreen (IIH6); 0% Pro5, 100% B10-LARGE cell signal;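 active means activation of at least 8% versus controls, or a plate z-score of at least 8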;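 further: Pro5 are CHO cells carrying HIG-tagged alpha-DG that lacks glycosylation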
Glyco luc inh: blocks N-linked glycosylation in D54 reporter cells; D54 ERlucT glycosylation luciferase reporter, 24 h; percent of 100 nM tunicamycin response; reporter increase, % at 12.5 µM; hit rate 0.23% among 360,000; AID 588692;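 active means mean luciferase reporter signal, scaled so untreated is 0 and the glycosylation-blocking control 100, at or above a set limit in every replicate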;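 further: luciferase carries N-glycosylation sites so blocking glycosylation raises the light; 0% = median of neutral control wells and 100% = median of 100 nM tunicamycin wells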
MC4R antagonist: antagonists of human melanocortin 4 receptor (MC4R); P32245; MC4R-expressing cells, MTII-stimulated cAMP, LANCE TR-FRET; inhibition, % at 6.5 µM; hit rate 0.48% among 360,000;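 active means inhibition above its plate's cutoff, the mean of tested wells on that plate plus 3 SD, cut at about 29% in these data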;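 further: 0% = Melanotan II alone and 100% = Melanotan II plus saturating MCL0020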
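System – human MC4R-expressing U2OS cells · Also added – Melanotan II · Dosing – one concentration, 6.5 µM nominal · Timing – 30-min compound, 1-h challenge, 1-h detection, room temperature · Measured by – Eu-cAMP/anti-cAMP TR-FRET, emission 671 nm · Replicates – singlicate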
Cardio protect: myocardial damage modulation in H9c2 cells; hit rate 0.63% among 360,000; protection from H2O2 cell death, % at 20 µM; H9c2 cardiomyocytes, H2O2 injury protection, ATPLite, 2 h; AID 588492;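 active means compounds giving at least 50% protection of heart cells from peroxide-induced death in the single-dose screen, raw or plate-pattern-corrected value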;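 further: 0% = DMSO wells with peroxide and 100% = DMSO wells without peroxide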
ABCB6 inh MLPCN: human ABCB6 transporter inhibition | Q9NP58 | K562-ABCB6 porphyrin accumulation, flow cytometry, 1 h; hits give low values | fluorescence ratio to DMSO, % at 10 µM | hit rate 0.19% among 360,000;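 active means fluorescence ratio to DMSO below 75%, the collection mean minus 3 SD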;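 further: signal is porphyrin accumulated inside mitochondria; 100% equals median channel fluorescence of DMSO control wells; lower ratio means ABCB6 inhibition with less porphyrin fluorescence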
Target sequence (Q9NP58 whole entry, looked up): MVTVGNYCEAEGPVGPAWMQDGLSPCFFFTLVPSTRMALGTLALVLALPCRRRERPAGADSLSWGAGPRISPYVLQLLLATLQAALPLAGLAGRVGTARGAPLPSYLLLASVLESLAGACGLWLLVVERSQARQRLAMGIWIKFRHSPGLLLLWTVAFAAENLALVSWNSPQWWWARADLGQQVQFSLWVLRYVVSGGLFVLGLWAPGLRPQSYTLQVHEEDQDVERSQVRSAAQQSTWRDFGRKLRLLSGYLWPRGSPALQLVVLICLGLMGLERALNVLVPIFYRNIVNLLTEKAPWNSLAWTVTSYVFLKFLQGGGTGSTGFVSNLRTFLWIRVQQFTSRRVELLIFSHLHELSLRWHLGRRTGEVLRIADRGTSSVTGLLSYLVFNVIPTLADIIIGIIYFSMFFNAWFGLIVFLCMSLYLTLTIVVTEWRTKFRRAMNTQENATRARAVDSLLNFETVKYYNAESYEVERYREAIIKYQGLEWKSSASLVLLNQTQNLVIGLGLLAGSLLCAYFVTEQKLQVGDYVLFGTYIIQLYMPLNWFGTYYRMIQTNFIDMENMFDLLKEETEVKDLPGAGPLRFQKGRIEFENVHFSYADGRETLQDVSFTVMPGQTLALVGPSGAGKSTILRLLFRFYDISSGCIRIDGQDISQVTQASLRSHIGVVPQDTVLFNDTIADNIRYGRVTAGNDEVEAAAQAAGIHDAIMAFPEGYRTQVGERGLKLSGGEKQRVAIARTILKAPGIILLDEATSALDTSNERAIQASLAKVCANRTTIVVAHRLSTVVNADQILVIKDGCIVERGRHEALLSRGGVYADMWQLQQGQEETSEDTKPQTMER
ABHD5 PLIN5 PPI: blocks binding of human ABHD5 to perilipin-5 | Q00G26+Q8WTS1 | Split G. princeps luciferase complementation, luminescence, 4 h | inhibition, % at 4 µM | hit rate 0.78% among 360,000;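 active means inhibition above the mean inhibition across every tested compound plus 3 SD, cut at about 22% in these data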;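 further: 0% = DMSO only wells and the 100% control is not disclosed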
Active calls of the source: *; x = no result given.

SMILES	Exocytosis inh	hiPSC survival	HTR2A ag	MC4R ag barr	aDG glyco act	Glyco luc inh	MC4R antagonist	Cardio protect	ABCB6 inh MLPCN	ABHD5 PLIN5 PPI
Cc1ccc(OCC(=O)Nc2cccc3c2CCCC3)cc1C	-2	14	2	5.9	0.0	2	5	-14	98	1
O=C(CCNC(=O)c1ccccc1)Nc1cccnc1	1	-0.5	6	2.1	0.0	2	11	6	98	-2
CCCc1nc(-c2cc3cc(C)ccc3[nH]c2=O)no1	1	0.4	8	-1.1	-0.1	-1	6	-1	98	-2
O=C(c1ccccc1)c1ccc(C(=O)N2CCN(c3ccccc3Cl)CC2)cc1	-3	-1.7	1	0.2	0.1	1	-3	-7	98	10
COc1ccc(CCNC(=O)CCc2ccc(S(=O)(=O)NCC(C)C)cc2)cc1OC	-1	-0.7	0	0.2	0.2	-1	7	-1	99	-3
Cc1ccc(OCC(=O)NNC(=O)c2ccoc2C)c(Br)c1	3	-1.1	-4	-1.9	-0.1	3	6	3	100	0
COCCN(C(=O)COC(=O)COc1ccc2c(c1)CCC2)c1c(N)n(Cc2ccccc2)c(=O)[nH]c1=O	2	0.2	2	-1.0	-0.1	1	11	4	99	-5
COc1ccc(CN(CC(=O)NCC2CCCO2)C(=O)CNS(=O)(=O)c2ccccc2)cc1 (stereo not drawn)	-7	-0.4	0	0.3	0.0	1	2	-1	98	6
CCOC(=O)C1CCCN(C(=O)C(=O)Nc2ccc3nc4n(c(=O)c3c2)CCCCC4)C1 (stereo not drawn)	1	0.7	4	0.6	1.7	1	-8	40	101	2
Cc1ccc(CS(=O)Cc2ccc(C(=O)N3CCN(c4ccccn4)CC3)o2)cc1 (stereo not drawn)	3	0.5	2	-1.6	0.5	2	3	9	98	4

Ordered by SMILES length (lowest first): some entries from above
SMILES	Exocytosis inh	hiPSC survival	HTR2A ag	MC4R ag barr	aDG glyco act	Glyco luc inh	MC4R antagonist	Cardio protect	ABCB6 inh MLPCN	ABHD5 PLIN5 PPI
O=C(CCNC(=O)c1ccccc1)Nc1cccnc1	1	-0.5	6	2.1	0.0	2	11	6	98	-2
Cc1ccc(OCC(=O)Nc2cccc3c2CCCC3)cc1C	-2	14	2	5.9	0.0	2	5	-14	98	1
COCCN(C(=O)COC(=O)COc1ccc2c(c1)CCC2)c1c(N)n(Cc2ccccc2)c(=O)[nH]c1=O	2	0.2	2	-1.0	-0.1	1	11	4	99	-5

(cont.)
SMILES	Exocytosis inh	hiPSC survival	HTR2A ag	MC4R ag barr	aDG glyco act	Glyco luc inh	MC4R antagonist	Cardio protect	ABCB6 inh MLPCN	ABHD5 PLIN5 PPI
O=C1CC(N2CCc3ccccc32)C(=O)N1c1ccc(F)cc1 (stereo not drawn)	3	-0.5	3	-0.8	0.0	1	16	-10	97	-5
COc1ccccc1NC(=O)N(C)C[C@@H]1OCc2cn(nn2)CCCC(=O)N([C@H](C)CO)C[C@H]1C	-3	1.8	-3	-0.4	0.0	1	11	7	96	2
COc1cccc(C2=NOC(C(=O)NCc3ccco3)C2)c1 (stereo not drawn)	6	-1.0	-1	-0.8	0.0	29*	-19	2	98	-3
O=c1c2ccccc2nc(-c2ccc(Cl)cc2Cl)n1CCCn1ccnc1	-2	3.0	4	0.6	-0.2	0	-6	11	96	7
N#Cc1ccc(OCC(=O)OCC(=O)Nc2cc(C(F)(F)F)ccc2N2CCOCC2)cc1	-3	0.4	-1	-0.8	-0.2	1	14	8	99	2
CC(N)c1csc(NC(=O)Nc2cccc(C(F)(F)F)c2)n1 (stereo not drawn)	-7	-2.0	2	-1.7	-0.1	11	-5	4	96	6
CCOC(=O)CC(NC(=O)C1c2ccccc2Oc2ccccc21)c1ccc(C)cc1 (stereo not drawn)	0	-0.9	0	1.3	0.1	0	2	0	96	0
CC(NC(=O)c1ccco1)C(=O)NC(C)c1cc(F)c(Cl)cc1Cl (stereo not drawn)	9	-0.5	3	-0.8	-0.1	-1	7	2	96	-2
CC(CCc1ccccc1)NC(=O)N1CCOCC1 (stereo not drawn)	1	0.1	-3	-2.8	-0.1	0	9	-1	100	0
CCC(=O)c1c[nH]c(C(=O)NCc2cccnc2)c1	-1	0.1	1	-1.1	0.1	6	2	10	100	-3
C=CCN1C(=O)C(O)(CC(=O)c2ccc(OC)cc2OC)c2cc(Br)ccc21 (stereo not drawn)	0	-4.6	3	0.4	0.0	-2	-2	-2	89	-3
COc1ccc(Nc2nc(N)nc(CSc3n[nH]c(-c4ccccc4)n3)n2)cc1	-1	6.8	-2	2.8	0.5	-1	1	-1	98	1
COc1ccccc1C(=O)COC(=O)C(NC(=O)Cc1ccccc1)C(C)C (stereo not drawn)	-2	-0.2	3	-1.5	-0.4	1	1	-4	96	-3
Nc1ccccc1O	3	-0.9	2	-0.2	1.8	9	5	-12	115	-9
COc1cc2c3nnc(-c4ccc(F)cc4)c-3cn(Cc3cccc(C)c3)c2cc1OC	18	-3.2	-4	0.2	-0.2	-10	2	-39	649	3
O=C(CSc1nnc(COc2ccc(F)cc2)o1)N1c2ccccc2CCc2ccccc21	1	1.9	-2	1.6	-0.2	-7	7	-7	102	-12
O=C1SC(SCc2ccccc2)=N/C1=C\c1ccco1	-3	-1.1	-3	-0.6	0.3	2	15	-15	94	-4
Cc1ccc(O)c(CNCCNCc2cc(C)ccc2O)c1	-16	-1.1	-2	3.0	0.6	-10	7	65*	93	3
COc1ccc(OCc2cc(C(=O)NC(C)Cc3cccnc3)no2)c(Cl)c1 (stereo not drawn)	-4	0.1	3	-2.5	0.0	1	-3	-6	104	-4
CCOC(=O)CSc1nnc(-c2ccco2)n1C	-1	2.3	4	-0.5	0.0	1	3	4	102	3
CC(=O)N1CCc2cc(S(=O)(=O)NCCC(=O)N3CCN(Cc4ccccc4)CC3)ccc21	-9	3.4	8	0.8	-0.1	-1	6	-8	90	1
c1ccc(Cn2nnc3c(N4CCc5ccccc5C4)ncnc32)cc1	-3	1.6	-4	0.5	0.3	-4	19	-3	103	-4
Cc1ccc(S(=O)(=O)N2CC(O)C[C@H]2C(=O)OCC(=O)Nc2ccc(N3CCOCC3)cc2)cc1C (stereo partly drawn)	-5	0.2	-5	-2.2	-0.3	1	-2	-3	100	8
CN(CC(=O)Nc1ccc(N2CCOCC2)cc1)C(=O)CSc1ccccc1F	-6	0.5	1	0.2	0.2	2	5	-2	101	-6
C=CCNc1nc(N)c([N+](=O)[O-])c(Nc2ccccc2OC)n1	-8	0.2	-2	2.0	-0.3	0	4	11	96	8
Cc1ccc(-c2csc(=S)[nH]2)cc1	4	-0.7	-1	-2.6	0.0	2	-8	-4	85	-15
CCSc1ncc(Cl)c(C(=O)Nc2ccccc2Cl)n1	-8	0.1	3	0.9	0.0	0	6	6	108	-8
Cc1c(C(=O)/C=C/c2cccs2)oc2ccc(F)cc12	-2	-1.8	-4	-2.2	0.0	2	4	-14	97	3
CCCCN(C(=O)c1cccc(-n2cccc2)c1)c1c(N)n(Cc2ccccc2)c(=O)[nH]c1=O	0	-0.6	3	-4.8	-0.2	1	-1	-1	101	8
Cc1ccccc1CC(=O)N1CCC(CCC(=O)NC2CC2)CC1	-4	-1.2	-5	0.3	-0.2	0	10	4	106	-2

Four entries from above, reformatted.
Cc1ccc(S(=O)(=O)N2CC(O)C[C@H]2C(=O)OCC(=O)Nc2ccc(N3CCOCC3)cc2)cc1C (stereo partly drawn)
  Exocytosis inh: -5 | hiPSC survival: 0.2 | HTR2A ag: -5 | MC4R ag barr: -2.2 | aDG glyco act: -0.3 | Glyco luc inh: 1 | MC4R antagonist: -2 | Cardio protect: -3 | ABCB6 inh MLPCN: 100 | ABHD5 PLIN5 PPI: 8
CN(CC(=O)Nc1ccc(N2CCOCC2)cc1)C(=O)CSc1ccccc1F
  Exocytosis inh: -6 | hiPSC survival: 0.5 | HTR2A ag: 1 | MC4R ag barr: 0.2 | aDG glyco act: 0.2 | Glyco luc inh: 2 | MC4R antagonist: 5 | Cardio protect: -2 | ABCB6 inh MLPCN: 101 | ABHD5 PLIN5 PPI: -6
C=CCNc1nc(N)c([N+](=O)[O-])c(Nc2ccccc2OC)n1
  Exocytosis inh: -8 | hiPSC survival: 0.2 | HTR2A ag: -2 | MC4R ag barr: 2.0 | aDG glyco act: -0.3 | Glyco luc inh: 0 | MC4R antagonist: 4 | Cardio protect: 11 | ABCB6 inh MLPCN: 96 | ABHD5 PLIN5 PPI: 8
Cc1ccc(-c2csc(=S)[nH]2)cc1
  Exocytosis inh: 4 | hiPSC survival: -0.7 | HTR2A ag: -1 | MC4R ag barr: -2.6 | aDG glyco act: 0.0 | Glyco luc inh: 2 | MC4R antagonist: -8 | Cardio protect: -4 | ABCB6 inh MLPCN: 85 | ABHD5 PLIN5 PPI: -15

Further structures
SMILES	Exocytosis inh	hiPSC survival	HTR2A ag	MC4R ag barr	aDG glyco act	Glyco luc inh	MC4R antagonist	Cardio protect	ABCB6 inh MLPCN	ABHD5 PLIN5 PPI
COc1cccc(NC(=O)C2C3C=CC(O3)C2C(=O)O)c1 (stereo not drawn)	10	1.3	0	0.1	0.0	1	16	0	102	2
Cc1ccc(N(C(=O)c2csnn2)C(C(=O)NC2CCCCC2)c2cccnc2)cc1 (stereo not drawn)	1	0.1	-4	-2.2	0.0	3	21	-1	92	0
Cc1ccc2c(c1)nnn2C1CCN(S(=O)(=O)c2cccc(S(=O)(=O)N(C)C)c2)CC1	8	-0.3	-6	-0.8	-0.1	-6	6	-8	96	3
NS(=O)(=O)c1cccc(NC(=O)CC2(CC(=O)O)CCCC2)c1	-3	-0.6	9	-0.3	0.0	1	16	0	98	0
COc1cc(/C=C/C(=O)O)cc(S(=O)(=O)Nc2cccc(SC)c2)c1OC	1	7.1	-3	-1.4	-0.2	1	13	6	99	4
CN1CCN(C(=O)c2cc3ccccc3[nH]2)CC1	-8	-0.4	0	1.3	0.0	2	2	2	99	-4
COc1ccc(NC(=O)C23CCC(C2)C(C)(C)C3=O)cc1 (stereo not drawn)	-4	-1.6	0	-1.5	0.0	-3	0	-4	99	2
N/C(=N\S(=O)(=O)c1cc(C(F)(F)F)cc(C(F)(F)F)c1)c1ccccc1	-3	-0.1	-2	3.1	0.1	-4	-7	-7	106	3
O=C(Nc1cccc(Cl)c1)c1cc(F)cc2c1OCOC2	-7	0.6	-2	-0.5	0.0	3	4	-2	100	1
CCN(CCCNC(=O)CCCOc1cc(=O)n(C)c2ccccc12)Cc1ccccc1	-2	-2.6	-4	-2.4	-0.2	24	8	-1	86	4
COc1cc(C(=O)Nc2cc(C(F)(F)F)ccc2-n2cncn2)cc(OC)c1OC	-1	0.2	-4	-0.1	0.0	5	6	-1	103	-6
COC(=O)[C@]12CCCCC=C1N(Cc1ccc(Cl)cc1Cl)C(=O)[C@H](CC(=O)NCc1ccc(OC)c(OC)c1)C2	5	0.8	-5	x	-0.1	x	x	x	95	-10
